SUMO1-SIM PPI: modulators of SUMO1 protein-protein interactions, primary screen, biochemical, uHTS | Small ubiquitin-related modifier 1 (Homo sapiens), P63165 | SUMO1 binding to a labelled peptide, TR-FRET, 1 h | inhibition, % at 20 µM | 360,000 compounds, 0.33% hits; in the data active = inhibition above about 37%
Target sequence (P63165 whole entry, looked up): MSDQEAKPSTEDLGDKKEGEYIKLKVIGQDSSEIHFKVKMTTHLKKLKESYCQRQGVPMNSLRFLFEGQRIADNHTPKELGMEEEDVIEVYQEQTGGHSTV
MT1-MMP act inh: blockers of MT1-MMP proenzyme processing, primary screen, HT1080 RFP-PRO-GFP cells, GFP/RFP fluorescence. Matrix metalloproteinase-14 (Homo sapiens), P50281. GFP/RFP ratio fluorescence, overnight; percent of plate control window, DMSO zero. GFP/RFP ratio change, % at 20 µM. 360,000 compounds, 0.061% hits. AID 651647, 2012;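 active = GFP/RFP ratio change of at least 30% with cell ATP level not reduced by more than half and red fluorescence within 50% of control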; note: strong numbers were not always called active
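Assay system: HT1080 cells carrying an RFP-PRO-GFP reporter | Dosing: Single dose of 20 µM compound, 1% DMSO final | Incubation: Cells overnight before dosing, compound overnight, 37 °C, 5% CO2 | Evaluation: GFP/RFP fluorescence ratio | Control set: DMSO and RFP-L50D-GFP cell wells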
STEP block: STEP phosphatase inhibitors, primary screen, biochemical, fluorescence intensity, uHTS | Tyrosine-protein phosphatase non-receptor type 5 (Homo sapiens), P54829 | recombinant STEP, OMFP fluorogenic substrate | inhibition, % at 20 µM | 360,000 compounds, 0.25% hits | AID 588621, 2011;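 active = inhibition at 20 µM, scaled per plate between control wells, above about 37%, limit read from the data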;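 note: 0% = DMSO with enzyme and substrate and 100% = substrate only without enzyme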
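System: STEP phosphatase, cell-free reaction; Buffer or medium: Bis-Tris pH 6.0 buffer with DTT, detergent; Incubation: 20 min at room temperature, dark; Measured by: fluorescence, 480/540 nm.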
NadD block: inhibitors of S. aureus NadD, primary screen, biochemical, colorimetric, uHTS; Nicotinate-nucleotide adenylyltransferase NadD (Staphylococcus aureus N315); purified NadD enzyme, colorimetric absorbance read-out; inhibition, % at 20 µM; 360,000 compounds, 0.78% hits; AID 602399, 2012; in the data active = inhibition above about 26%; note: some compounds past the cut are filed as inactive
DNMT1 block: human DNMT1 methyltransferase inhibitors, primary screen, biochemical, molecular beacon, fluorescence, HinP1I cleavage, uHTS | inhibition (reported as % activation of signal), % at 10 µM | 360,000 compounds, 0.83% hits | DNA (cytosine-5)-methyltransferase 1 (Homo sapiens), P26358; in the data active = inhibition above about 50%
SKN-1 block: suppressors of acrylamide-induced Pgst-4::GFP reporter in worms, primary screen, SKN-1 inhibitor project, whole organism, uHTS, GFP/RFP fluorescence ratio, strain VP596 | C. elegans VP596 Pgst-4::GFP/RFP ratio, 24 h | inhibition, % at 21.8 µM | 360,000 compounds, 0.49% hits;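 active = interference check ratio from 0.5 to 1.5 plus GFP to RFP signal ratio inhibition reaching or exceeding a fixed threshold, cut at about 30% in these data, passing the limit was not always enough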; note: some compounds called inactive have numbers as strong as hits
Rpn11 inh: Rpn11 (PSMD14) deubiquitinase inhibitors, primary screen, biochemical, fluorescence polarization, uHTS | 26S proteasome non-ATPase regulatory subunit 14 (Homo sapiens), O00487 | human 26S proteasome, Ub4-pepOG fluorescence polarization; 20S core pre-blocked with epoxomicin | calls only at 20 µM | 360,000 compounds, 0.59% hits | AID 588493, 2011;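 active = inhibition at 20 µM, scaled to each plate's controls, above about 33%, limit read from the data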
Target sequence (O00487 whole entry, looked up): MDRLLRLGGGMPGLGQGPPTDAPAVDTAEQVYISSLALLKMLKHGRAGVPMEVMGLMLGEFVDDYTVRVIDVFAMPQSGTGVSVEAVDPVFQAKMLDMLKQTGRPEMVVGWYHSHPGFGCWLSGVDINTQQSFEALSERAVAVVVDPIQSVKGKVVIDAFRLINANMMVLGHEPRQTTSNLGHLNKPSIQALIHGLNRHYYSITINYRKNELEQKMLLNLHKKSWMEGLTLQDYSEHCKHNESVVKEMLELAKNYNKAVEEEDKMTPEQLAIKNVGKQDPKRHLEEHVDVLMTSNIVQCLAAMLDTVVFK
Scp-1 inhibitor: Scp-1 phosphatase inhibitors, primary screen, biochemical, colorimetric, uHTS; Carboxy-terminal domain RNA polymerase II polypeptide A small phosphatase 1 (Homo …; Recombinant Scp1, phosphopeptide, malachite green phosphate absorbance; inhibition, % at 20 µM; 340,000 compounds, 0.88% hits; AID 493091, 2011;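 active = inhibition above about 50% at 20 µM, limit read from the data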;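 note: plate controls were DMSO wells with enzyme for no effect and wells lacking enzyme for full effect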
Target sequence (Q9GZU7 76-261 limits assumed): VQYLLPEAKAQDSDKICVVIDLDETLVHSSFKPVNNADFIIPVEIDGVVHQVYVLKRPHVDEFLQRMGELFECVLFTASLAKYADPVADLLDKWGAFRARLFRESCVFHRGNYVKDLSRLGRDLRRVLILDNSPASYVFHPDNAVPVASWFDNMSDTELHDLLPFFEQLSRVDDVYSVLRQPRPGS
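Material – SCP-1 phosphatase catalytic domain, residues 76-261 · Buffer or medium – Acidic Tris acetate buffer with magnesium and detergent · Also added – Phospho 17-mer peptide substrate · Compound – single 20 µM dose, 1% DMSO · Times – 45 min room-temperature reaction, 5 min colour, 30 min stabiliser · Technique – Phosphate-binding colour reagent, absorbance read at 630 nm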
LMPTP block: LMPTP phosphatase inhibitors, primary screen, biochemical, fluorescence intensity, uHTS | Low molecular weight phosphotyrosine protein phosphatase (Homo sapiens), P24666 | recombinant LMPTP-A, OMFP fluorogenic substrate | inhibition, % at 20 µM | 360,000 compounds, 0.22% hits | AID 651560, 2012;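 active = compounds that cut the enzyme signal by at least half of the control window in the single-dose screen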;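 note: plate controls were DMSO wells with enzyme plus substrate for no effect and substrate without enzyme for full effect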
Target sequence (P24666 whole entry, looked up): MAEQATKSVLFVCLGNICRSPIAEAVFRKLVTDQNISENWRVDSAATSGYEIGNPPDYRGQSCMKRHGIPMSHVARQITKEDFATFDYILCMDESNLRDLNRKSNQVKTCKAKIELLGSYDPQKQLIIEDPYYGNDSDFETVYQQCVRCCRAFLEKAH
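Test system: LMPTP-A phosphatase enzyme; input: 0.625 nM LMPTP-A final; reagent: OMFP substrate, 400 µM final; compound dosing: 20 µM single dose, 3% DMSO; incubation: 50 min dark incubation at room temperature; measured by: endpoint fluorescence intensity from OMFP dephosphorylation; measure: % inhibition relative to no-enzyme and uninhibited control wells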
NRP1-CendR mod: modulators of CendR peptide binding to NRP-1, primary screen, biochemical, fluorescence polarization, uHTS. Neuropilin-1 (Homo sapiens), O14786. FAM-RPARPAR peptide binding to NRP-1. inhibition, % at 25 µM. 360,000 compounds, 0.85% hits. AID 602438, 2012;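 active = inhibition or corrected inhibition above about 18%, plus a signal ratio from 0.5 to 1.5, limit read from the data, passing the limit was not always enough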; note: strong numbers were not always called active
Starred values were filed as active, the others as inactive; i = inactive; nt = no result given.

entry	SMILES	SUMO1-SIM PPI	MT1-MMP act inh	STEP block	NadD block	DNMT1 block	SKN-1 block	Rpn11 inh	Scp-1 inhibitor	LMPTP block	NRP1-CendR mod
1	O=C(COC(=O)c1cnccn1)c1ccc(Cl)c([N+](=O)[O-])c1	-18	1	-4	-4	-7	-8	i	-3	-1.8	8
2	C=CCn1cc(C(=O)NCCN(CC)CC)c(=O)c2cc(S(=O)(=O)N3CCCCCC3)ccc21	2	-2	-1	-5	1	3	i	0	0.1	1
3	COc1ccc(/C=C/c2nc3ccccc3c(=O)o2)cc1	-10	1	0	0	-10	29	i	0	1.7	-4
4	CCOC(=O)N1CCN(C(=O)CCC2CCCC2)CC1	-1	10	2	4	2	-2	i	-3	-0.2	2
5	COc1cc(C(=O)N2CC(C)OC(C)C2)c([N+](=O)[O-])cc1OC (stereo not given)	-5	8	-4	-4	-1	4	i	-8	-1.1	-14
6	CCC(=O)N1C(C(=O)O)CSC1c1ccc(OC)cc1 (stereo not given)	-4	-2	-3	-2	1	5	i	-4	-1.0	-5
7	COc1ccc2cc(C3(C)NC(=O)N(CC(=O)N4CCCCC4)C3=O)ccc2c1 (stereo not given)	0	4	-1	-1	0	10	i	-5	-1.3	6
8	Oc1ccc(NCc2ccccc2OCc2ccccc2)cc1	57*	24	3	-1	-22	8	i	-10	24	2
9	CC(C)n1nc(C(=O)Nc2nnc(SCc3c(Cl)cccc3Cl)s2)c2ccccc2c1=O	2	-3	1	14	-7	7	i	-4	1.8	-8
10	Cc1cccc(C)c1-n1nnnc1C1(C)CCC(=O)N1CC1CCCCC1 (stereo not given)	4	1	nt	-2	nt	-2	nt	nt	-0.3	2
11	Cc1ccc(NC(=O)CC(C)S(=O)(=O)c2ccc3c(c2)NC(=O)CO3)c(Cl)c1 (stereo not given)	-4	1	-1	-2	2	-10	i	-2	-1.3	-7
12	NC(=O)C1CCCNC1 (stereo not given)	0	2	-1	1	0	-17	i	-14	-2.3	6
13	CCN(c1ccccc1)S(=O)(=O)c1ccc(OC)c(NC(=O)CNCCc2ccccc2)c1	5	-1	1	-10	-4	7	i	9	0.6	0
14	CCCn1nc2cc(C(=O)NCC34CC5CC(CC(C5)C3)C4)ccc2c1OCC	-5	4	0	3	-5	19	i	-4	1.6	4
15	CCOC(=O)C1CCCN(C(=O)C(CCSC)NC(=O)COc2ccccc2)C1 (stereo not given)	-5	10	-2	0	1	-20	i	-1	0.9	-2
16	CCOC(=O)COc1cc(N)c(Cl)cc1Cl	-2	1	1	-1	-2	-2	i	5	-0.5	9
17	CSCCC(NC(=O)c1cccc(C)c1)C(=O)NNC(=O)c1cccs1 (stereo not given)	1	5	-1	-4	2	-6	i	-5	-1.3	14
18	COc1ccc(C(=O)NNC2=C(C(=O)C(F)(F)F)CCC2)cc1	-1	4	13	0	-3	-1	i	-7	-0.7	6
19	CC1CC(C)CN(C(=O)c2cccc(S(=O)(=O)N3c4ccccc4CC3C)c2)C1 (stereo not given)	3	-8	0	-5	-2	1	i	-11	1.0	-5
20	CC(C)(C)C(=O)N1CCC[C@@]1(CO)C(=O)O	0	-1	-2	-2	6	9	i	-7	-1.5	-12

Only Scp-1 inhibitor (two entries from above):
No. | Compound | Scp-1 inhibitor
1 | O=C(COC(=O)c1cnccn1)c1ccc(Cl)c([N+](=O)[O-])c1 | -3
2 | C=CCn1cc(C(=O)NCCN(CC)CC)c(=O)c2cc(S(=O)(=O)N3CCCCCC3)ccc21 | 0

(next part)
entry	SMILES	SUMO1-SIM PPI	MT1-MMP act inh	STEP block	NadD block	DNMT1 block	SKN-1 block	Rpn11 inh	Scp-1 inhibitor	LMPTP block	NRP1-CendR mod
21	O=C(NC1CCCC1)C(c1cccnc1)N(C(=O)c1csnn1)C1CCCC1 (stereo not given)	6	-2	0	-5	-1	6	i	0	-1.3	5
22	Cc1ccc(Oc2ccccc2/C=N/O)cc1	0	0	1	-5	-3	19	i	-10	1.2	9
23	CC1CCCCN1C(=O)COC(=O)c1cc(-c2cccs2)nn1-c1ccccc1 (stereo not given)	0	-6	4	1	-1	5	i	-9	0.8	-64
24	COC(=O)[C@@H](Cc1c[nH]c2ccccc12)NC(=O)c1cc(=O)[nH]c2ccccc12	1	0	3	0	-2	-1	i	-4	0.9	-13
25	Cc1cccn2c(=O)c3cc(C(=O)NCCN4CCOCC4)c(=N)n(CCN4CCOCC4)c3nc12	-40	3	2	0	2	1	i	1	1.3	14
26	O=C(Cc1cccc2ccccc12)N/N=C/c1ccc(OC(=O)/C=C/c2ccco2)cc1	2	0	5	22	17	-20	i	15	2.9	-7
27	Cc1ccc(Nc2ccc([N+](=O)[O-])cn2)cc1Cl	9	1	2	-10	2	2	i	-7	2.6	-1
28	Cc1ccc(CC(=O)NCc2ccc(Cl)cc2)cc1	-2	-6	2	5	0	10	i	-9	-1.5	0
29	CCOC(=O)c1c(NC(=O)COC(=O)c2ccncc2)sc(C)c1C	2	3	-4	-2	-2	2	i	-3	-1.3	-1
30	CCSc1ccc2cc(OC)ccc2[n+]1CC	-3	-2	1	8	0	-2	i	-2	-0.8	1
31	CC(C)(C)NC(=O)Nc1ccc(Br)cc1	0	-1	-1	1	-1	17	i	-4	0.1	-8
32	CCOC(=O)C(=O)c1c(-c2ccc(C)cc2)nc2ccccn12	-19	2	-3	-7	2	0	i	2	0.6	-4
33	COc1ccc(S(=O)(=O)Nc2ccccc2SC)cc1C	0	1	4	-4	0	25	i	-8	0.2	2
34	COc1ccc(NC2CCCN(C(=O)c3c(C)noc3C)C2)cc1 (stereo not given)	0	0	1	-2	2	-14	i	1	-0.5	2
35	Cc1ccc(OCC(=O)N/N=C/c2cn(Cc3ccccc3)c3ccccc23)cc1	-12	-1	-1	10	5	3	i	-12	4.3	2
36	CC1CCCC(NC(=S)NC(=O)c2cncc(Br)c2)C1C (stereo not given)	1	2	-2	-3	6	5	i	-5	-0.7	-6
37	CN1C(=O)N(CC(=O)Nc2ccc3c(c2)OCO3)C(=O)C12CCCCC2	2	-1	-2	0	-12	6	i	nt	-2.8	2
38	Cc1ccc(S(=O)(=O)N(C)c2ccc(OCC(=O)OCc3ccc(C#N)cc3)cc2)cc1	-4	2	4	4	5	1	i	-8	4.0	-6
39	O=C(C1CCC1)N1CCc2cc(S(=O)(=O)NCc3ccccn3)ccc21	-2	-2	-1	3	-1	10	i	-2	-3.0	-21
40	CCN1CCN(CCNC(=O)C2CCCN(Cc3nc(-c4cccc(Cl)c4)oc3C)C2)CC1 (stereo not given)	1	7	-3	-6	2	14	i	-4	-2.7	4
41	Cc1ccc(S(=O)(=O)n2nc(C)cc2C)cc1	4	1	0	1	8	1	i	-6	2.1	-4
42	CC1CCCCC12NC(=O)N(CC(=O)Nc1ccccc1-c1ccccc1)C2=O (stereo not given)	-3	-2	-1	-3	-1	-2	i	-8	-0.2	3
43	Cc1ccnc2nc(C(=O)Nc3nccs3)nn12	3	3	-6	1	-1	-11	i	-4	0.0	-4
44	COC(=O)C1=C(C)NC(C)=C(C(=O)OC)C1c1ccccc1OCc1c(C)no[n+]1[O-]	-1	6	2	-4	3	10	i	-3	0.0	-7
45	CCOC(=O)C(NC(C)=O)(N1CCc2ccccc2C1)C(F)(F)F (stereo not given)	2	0	-1	-3	2	31	i	-2	-0.7	0
46	COc1ccc(S(=O)(=O)Nc2ccc(C(F)(F)F)cc2)cc1OC	5	2	-1	3	0	13	i	-4	0.7	13
47	O=C(CCC1CCCCC1)NCCN1C2=NC[C@@H](Cc3ccccc3)N2C[C@H]1Cc1ccc(O)cc1	-2	-6	0	3	-1	-32	i	22	-0.5	14
48	N#Cc1c2n(c3c(=S)nc[nH]c13)CCCCC2	2	0	0	-1	1	13	i	-3	-2.0	-4
49	COC(=O)c1sc2ncn(CC(=O)N(C)C3CCCCC3)c(=O)c2c1C	1	-2	0	2	1	7	i	-2	0.8	17
50	CCOc1ccc(N(CC(=O)OC)S(=O)(=O)c2ccc(OC)c(OC)c2)cc1	1	2	-1	3	-2	3	i	-3	0.0	-7
51	CCOc1cc(N2CCOCC2)c(OCC)cc1NC(=O)CSc1n[nH]c(N)n1	2	3	1	0	1	4	i	6	0.1	9
52	N#Cc1c(SCC(N)=O)nc(-c2ccccc2)c2c1CCCC2	5	-1	1	1	0	18	i	3	-0.4	15
53	COc1cc(OC)cc(C(=O)Nc2nnc(Cc3ccc(OC)c(OC)c3)s2)c1	3	2	-2	-3	1	4	i	-3	-1.4	-10
54	COc1ccccc1NC(=O)c1ccc(S(=O)(=O)N2CCCC(C)C2)cc1 (stereo not given)	-3	2	0	-9	2	13	i	-7	-0.5	6
55	COc1ccc(C(=O)O/N=C/c2ccc(S(=O)(=O)c3ccc(Cl)cc3)nc2)cc1	3	-3	7	8	1	2	i	1	-0.7	11
56	O=C(CNC(=O)c1cccc(Br)c1)N/N=C/c1ccc[nH]1	-5	-24	0	1	-4	13	i	-10	0.4	3
57	COc1cccc(NC(=O)c2ccc3nc(C)sc3c2)c1	2	3	-1	3	0	1	i	-4	-1.4	-12
58	O=C(c1cc(-c2ccccc2)nc2ccccc12)N1CCN(c2ccccn2)CC1	-6	3	-1	-2	-1	-9	i	-1	0.6	-9
59	O=C(NCCn1ccc2ccccc21)c1ccc(S(=O)(=O)N2CCOCC2)cc1	2	13	2	-3	-4	7	i	13	-1.4	-8
60	Cc1nc(C)c(C(=O)OCC(=O)Nc2ccc(C)c(C)c2)s1	1	2	0	0	3	-3	i	nt	0.3	1

Bioassay records (PubChem BioAssay)

Rows were taken by chance; any-hit rate near 3.9%.
